# MEKK2 mut-MEK5: signal of MEK5 binding to mutant human MEKK2 PB1 domain. AID 1530. hit rate 0.35% among 290,000. bead flow cytometry, Alexa488-MEK5 binding to MEKK2 mutant. percent response, % at 10 µM; in the data active means percent response above about 24%, passing the limit was not always enough; further: inactives centre near 1; some results filed as inactive read as strong as hits
# HCV NS3 hel inh: inhibitors of Hepatitis C virus NS3 helicase | hit rate 0.56% among 290,000 | AID 1800 | NS3 helicase DNA unwinding, Cy5 molecular beacon fluorescence | inhibition, % at 10.9 µM;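 active means inhibition above the mean of all tested compounds plus 3 SD, set per campaign, cut at about 35% in these data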;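 further: 0% = DMSO wells and 100% = thioflavine S control wells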
#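 System: NS3 helicase fragment of HCV / Schedule: 1 h at 25 °C / Control set: DMSO alone as 0% and 110 µM thioflavine S as 100% / Reagent: Cy5/quencher beacon DNA duplex and ATP to start / Technique: Cy5 fluorescence / Replication: singlicate / Evaluation: % inhibition of end-to-start signal ratio versus controls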
# DNA FID counter: displaces DNA intercalator in HCV helicase counter-screen; DNA fluorescent intercalator displacement, fluorescence; inhibition, % at 7.9 µM; hit rate 0.17% among 290,000; in the data active means inhibition above about 37%;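 further: 0% = vehicle and 100% = reference compound; higher means more ethidium bromide displaced from hairpin DNA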
# CRFBP-R2 block: CRF-BP/CRF-R2 complex antagonism; HEK293 CRF-R2/CRF-BP, CRF-induced calcium fluorescence; inhibition, % at 11.8 µM; hit rate 0.59% among 350,000;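 active means inhibition of the ligand-induced calcium signal above about 50% at the single tested concentration, limit read from the data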
# GalR3 antag: antagonists of human GalR3. hit rate 0.44% among 360,000. AID 651719. inhibition, % at 3 µM. HEK293 GalR3-CNG cAMP membrane potential fluorescence; galR3 body fused to GalR1 C-terminus;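 active means inhibition above the screen-wide average plus 3 SD, cut at about 13% in these data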;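 further: forskolin and galanin both at EC90 stimulate the cells; cAMP rise reported by CNG channel membrane potential dye signal; 0% = forskolin plus galanin with DMSO and 100% = forskolin alone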
# Target sequence (O60755 1-299 limits assumed): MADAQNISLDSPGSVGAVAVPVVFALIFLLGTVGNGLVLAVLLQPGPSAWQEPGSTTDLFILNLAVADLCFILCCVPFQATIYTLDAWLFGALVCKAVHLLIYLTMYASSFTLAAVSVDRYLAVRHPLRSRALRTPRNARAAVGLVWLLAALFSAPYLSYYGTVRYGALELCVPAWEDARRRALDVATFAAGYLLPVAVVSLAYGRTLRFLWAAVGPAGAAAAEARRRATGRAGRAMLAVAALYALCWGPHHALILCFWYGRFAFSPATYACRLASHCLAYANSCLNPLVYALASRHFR
# CRFR2-BP ag: CRF-BP/CRF-R2 complex agonism | AID 588473 | HEK293 CRF-R2/CRF-BP, calcium dye fluorescence (FLIPR); percent of saturating CRF peptide response | hit rate 0.46% among 350,000 | activation, % at 13.2 µM;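 active means activation of at least 50%, plus an integration ratio under a set limit after plate pattern correction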;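 further: plate controls were neutral control wells without compound for no effect and CRF at EC100 for full effect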
# UBC9 SUMO inh: SUMOylation inhibition. P63279. HTRF SUMOylation assay, SAE1/SAE2 + UBC9, in vitro. inhibition, % at 35 µM. hit rate 0.36% among 290,000; in the data active means inhibition above about 50%, passing the limit was not always enough; further: strong numbers were not always called active
# Target sequence (P63279 whole entry, looked up): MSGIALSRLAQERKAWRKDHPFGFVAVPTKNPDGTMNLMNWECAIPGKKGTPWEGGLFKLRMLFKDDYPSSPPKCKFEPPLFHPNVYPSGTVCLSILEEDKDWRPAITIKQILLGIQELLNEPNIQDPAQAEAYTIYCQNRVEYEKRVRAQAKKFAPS
# MEKK3 PB1 HTS: MEKK3-MEK5 PB1 interaction, increase or decrease | bead-based flow cytometry, Alexa488-MEK5 binding to MEKK3; actives lie on both sides; 0 = blocked by unlabeled MEK5, 100 = vehicle | binding response (% of control), % at 10 µM | hit rate 1.4% among 290,000 | AID 1529;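 active means binding response more than 3 SD above or below the average of its plate-row segment, actives on both sides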;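 further: Alexa488 bead fluorescence after subtracting the streptavidin-only scavenger bead signal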
# Target sequence (Q99759 whole entry, looked up): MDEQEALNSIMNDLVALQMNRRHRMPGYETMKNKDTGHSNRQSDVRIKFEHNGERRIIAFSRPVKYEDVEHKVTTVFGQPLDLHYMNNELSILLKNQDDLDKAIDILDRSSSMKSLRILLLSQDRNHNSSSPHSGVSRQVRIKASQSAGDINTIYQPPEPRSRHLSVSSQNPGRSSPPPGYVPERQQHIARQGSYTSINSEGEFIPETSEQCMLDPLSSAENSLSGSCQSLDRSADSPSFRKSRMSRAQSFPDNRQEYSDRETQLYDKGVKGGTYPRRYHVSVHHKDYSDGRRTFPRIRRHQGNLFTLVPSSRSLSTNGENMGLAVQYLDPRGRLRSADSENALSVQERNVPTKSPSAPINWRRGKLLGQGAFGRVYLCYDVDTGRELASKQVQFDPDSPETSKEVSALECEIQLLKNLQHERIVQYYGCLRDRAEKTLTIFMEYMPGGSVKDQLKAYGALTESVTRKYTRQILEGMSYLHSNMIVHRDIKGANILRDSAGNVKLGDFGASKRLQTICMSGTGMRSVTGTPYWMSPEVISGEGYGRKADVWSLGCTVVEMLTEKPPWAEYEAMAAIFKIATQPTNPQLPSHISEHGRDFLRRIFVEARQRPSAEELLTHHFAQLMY
# MEKK2wt PB1 HTS: raises or lowers MEK5 binding to wildtype human MEKK2 PB1 domain; Q9Y2U5; bead flow cytometry, Alexa488-MEK5 binding to MEKK2 WT; actives lie on both sides; binding response (% of control), % at 10 µM; hit rate 1.1% among 290,000; AID 1531; in the data active means binding response below about 67% or above about 130%
# The depositor's hits bear a star; . = no result given. An excerpt; rates above refer to the full screens.
SMILES,MEKK2 mut-MEK5,HCV NS3 hel inh,DNA FID counter,CRFBP-R2 block,GalR3 antag,CRFR2-BP ag,UBC9 SUMO inh,MEKK3 PB1 HTS,MEKK2wt PB1 HTS
COc1ccc(CCNC(=O)c2cc(=O)c3ccc(C)cc3o2)cc1OC,2.0,-9.9,-29.9,9.1,-8.7,-1.1,-2.2,100.0,109.0
Cc1c(C)n(C)c2ccc(C(=O)NCCCN3CCOCC3)cc12,6.0,-20.8,6.5,2.4,1.8,1.7,15.1,99.0,103.0
COC(=O)c1ccccc1NC(=S)NC(=O)c1ccccc1F,3.0,-0.9,-1.7,-20.6,-5.3,0.4,11.0,101.0,109.0
Cc1ccccc1OCCn1c(S(=O)(=O)O)nc2c(N)ncnc21,3.0,5.5,3.9,1.9,-9.5,0.1,6.9,102.0,104.0
CC(C)(CNC(=O)c1cccs1)CNC(=O)c1cccs1,4.0,-1.9,-6.9,-34.7,-11.7,2.2,-19.6,103.0,106.0
Cc1ccc(SCC(=O)Nc2ccc3c(c2)OCCO3)cc1,0.0,0.9,-10.5,24.0,-1.8,-0.2,-5.2,127.0,101.0
COc1ccc(/C=N/Nc2nnc(Cc3ccccc3)c(=O)[nH]2)cc1OC,7.0,-1.1,-30.1,9.3,-5.8,1.6,3.6,97.0,69.0
Clc1ccc(OCc2nn3c(C4CCCCC4)nnc3s2)cc1,4.0,-3.5,-15.1,-24.5,-2.7,1.0,-1.3,103.0,103.0
CCNc1nc(NC(C)C)nc(N(n2cnnc2)S(=O)(=O)c2ccc(C)cc2)n1,-2.0,-0.1,-33.0,-36.1,-3.0,-5.5,9.5,103.0,100.0
CC(NC(=O)C(=O)NCCc1c[nH]c2ccccc12)c1ccccc1 (centres undefined),2.0,6.7,-17.3,-8.2,-10.6,-10.5,5.5,100.0,98.0
CCOCCNC(=O)c1ccc2c3c(cccc13)CC2,1.0,-1.0,-5.7,-25.0,-4.5,1.3,3.6,101.0,105.0
COc1ccc(CN(C(=O)c2cnccn2)C(C(=O)NC(C)(C)C)c2cc(OC)c(OC)c(OC)c2)cc1 (centres undefined),-3.0,-5.6,-30.1,2.3,-3.0,-0.1,13.7,94.0,100.0
CCc1ccc(Nc2ncccc2C#N)cc1,.,12.6,0.5,2.6,-5.2,-1.0,1.8,.,.
CCCS(=O)(=O)N1CCC(C(=O)NCCCN2CCCC2=O)CC1,4.0,-1.1,-4.3,1.0,-3.7,1.1,4.2,105.0,105.0
Cc1cc(C)cc(C(=O)NC(=S)Nc2ccc3[nH]c(=O)[nH]c3c2)c1,-1.0,-10.5,-4.1,-41.2,-3.2,1.8,5.0,105.0,97.0
CSc1ncccc1C(=O)N1CCCC(C(=O)c2cc(F)ccc2F)C1 (centres undefined),5.0,3.8,-13.0,6.5,-6.6,0.1,8.7,103.0,102.0
O=C1CSC2=NCN(c3ccc4c(c3)OCO4)CN12,0.0,-7.9,3.3,1.4,-2.6,0.8,9.6,99.0,102.0
CC(C)CC(C(=O)NC(C)(C)C)N(Cc1ccccc1Cl)C(=O)c1snc(C(N)=O)c1N (centres undefined),6.0,-22.9,-27.4,-21.5,-6.8,1.0,11.9,105.0,100.0
O=C(NCc1ccccc1)C1CCC(CNS(=O)(=O)c2cccs2)CC1 (centres undefined),-4.0,-3.5,-24.7,-14.8,-6.6,0.8,-1.5,98.0,95.0
C(=N\n1cnnc1)/c1cccs1,2.0,5.2,-6.0,-7.9,1.1,0.4,15.5,105.0,106.0
COc1ccc(C(=O)N2CCCc3ccccc32)cc1,-7.0,-11.6,-11.7,-10.8,-8.0,-1.9,5.6,76.0,84.0
CN(C)c1nc(NCc2ccccc2)nc(N/N=C/c2ccccc2F)n1,-3.0,-9.9,-7.5,.,.,.,7.8,100.0,100.0
CN(C)C(=O)N1CCCC(C(=O)NCc2ccccc2)C1 (centres undefined),-3.0,-0.8,-2.8,20.6,4.3,-1.5,3.8,100.0,99.0
O=C(Nc1c(Cl)cccc1Cl)c1ccc(-c2ccccc2)cc1,-3.0,2.3,-0.5,20.1,-6.6,0.3,0.3,93.0,92.0
O=C(O)CCN1C(=O)/C(=C\c2cccc(OCC(=O)Nc3ccc(Cl)cc3)c2)SC1=S,-1.0,6.3,-15.3,2.8,-0.2,6.8,26.3,98.0,102.0
CCOc1ccccc1NC(=O)Cn1nnc(C(=O)NCCc2ccc(OCC)c(OCC)c2)c1N,5.0,-1.3,-48.3,-22.7,3.1,-4.3,16.9,106.0,103.0
O=C(CN1C(=O)CSc2ncccc21)Nc1cccc(Cl)c1,4.0,12.5,-9.8,8.4,.,3.7,6.0,100.0,98.0
Cc1ccc(NC(Cc2cc(C)no2)c2ccccc2)cc1 (centres undefined),-3.0,7.8,-8.7,-58.3,1.6,13.2,-16.1,96.0,97.0
CCOC(=O)c1cc(-c2ccc(C)cc2)n(CC(=O)NCc2ccco2)c1C,4.0,4.8,-3.8,9.7,.,-0.6,29.1,103.0,106.0
Cc1ccccc1NC(=O)c1ccc2nc(N3CCOCC3)sc2c1,4.0,14.9,-34.3,-25.1,1.3,-1.1,10.0,102.0,104.0
COc1ccccc1OCCNC(=O)Cc1ccc(Cl)c(Cl)c1,3.0,15.2,-20.3,1.1,-5.2,-1.3,-5.6,103.0,102.0
O=C(NCc1ccccn1)C1(C(F)(F)F)C/C(=C\CCO)CCCO1 (centres undefined),0.0,.,.,2.5,-0.4,0.5,.,93.0,97.0
Cc1cccc(-n2[nH]c(C)c(C=Nc3ccc4[nH]c(=O)[nH]c4c3)c2=O)c1,0.0,1.8,0.5,7.5,-4.7,0.7,12.6,129.0*,107.0
COc1ccccc1CCNC(=O)C(=O)NCC1OCCN1S(=O)(=O)c1ccc2c(c1)OCCO2 (centres undefined),-9.0,-22.9,-50.8,-8.6,13.9*,0.0,-3.7,94.0,87.0
C=C(C)Cn1c(COc2ccccc2)nnc1SCC(=O)O,3.0,-0.6,-10.7,27.3,-0.6,-0.4,-4.2,97.0,97.0
O=C(NCCN1C(=O)S/C(=C\c2ccc(F)cc2)C1=O)C1CCN(S(=O)(=O)c2cccs2)CC1,-1.0,-4.7,-0.6,-1.7,-9.4,-1.0,8.7,108.0,109.0
Cc1ccc(S(=O)(=O)CC(=O)Nc2ccc(F)c(F)c2F)cc1,-6.0,-2.7,-0.9,-3.2,-2.9,-0.8,45.7,94.0,93.0
Cc1ccc(C2(C)NC(=O)N(CC(=O)NC(C)c3ccccc3)C2=O)cc1 (centres undefined),8.0,6.1,-10.2,-3.1,-5.9,1.1,5.5,101.0,103.0
O=C(CSc1nccn1-c1ccccc1)Nc1ccc2c(c1)OCO2,2.0,-6.6,-6.9,17.4,-1.8,-3.6,0.1,102.0,101.0
CN1CCN(S(=O)(=O)c2ccc3c(c2)CC(=O)N3C)CC1,2.0,-11.4,6.0,7.3,1.4,0.1,-16.8,101.0,105.0

# The last 2 records of the part before come first, to join the parts:
SMILES,MEKK2 mut-MEK5,HCV NS3 hel inh,DNA FID counter,CRFBP-R2 block,GalR3 antag,CRFR2-BP ag,UBC9 SUMO inh,MEKK3 PB1 HTS,MEKK2wt PB1 HTS
O=C(CSc1nccn1-c1ccccc1)Nc1ccc2c(c1)OCO2,2.0,-6.6,-6.9,17.4,-1.8,-3.6,0.1,102.0,101.0
CN1CCN(S(=O)(=O)c2ccc3c(c2)CC(=O)N3C)CC1,2.0,-11.4,6.0,7.3,1.4,0.1,-16.8,101.0,105.0
CCC(C)C(NC(=O)c1ccc(Cl)cc1Cl)C(=O)O (centres undefined),-1.0,6.4,-2.7,-15.5,-1.8,0.1,-16.9,99.0,99.0
Brc1c(CSc2nc3ccccc3s2)nc2ncccn12,15.0,4.9,-18.4,23.9,1.6,0.3,12.3,99.0,109.0
C=CCOC(=O)C1=C(C)Nc2ncnn2C1c1cc(Br)ccc1F (centres undefined),-3.0,9.1,-2.3,-9.6,-4.3,-2.0,-3.4,100.0,99.0
CCCNC(=O)COC(=O)CCC(=O)c1ccc(F)cc1,3.0,0.1,-3.5,-0.6,0.9,0.5,0.9,104.0,107.0
NC(=O)c1ccc(Oc2ncc(C(F)(F)F)cc2Cl)cc1,2.0,0.5,-3.7,12.5,-3.8,-2.1,-10.2,99.0,102.0
O=C(NNc1ncnc2c1cnn2-c1ccccc1)c1cccs1,4.0,4.1,3.6,7.1,-0.1,-1.0,15.9,105.0,101.0
O=C(NC(=S)Nc1ccc2ncccc2c1)c1ccccc1,0.0,1.7,-5.1,-31.4,-1.5,0.7,30.9,104.0,107.0
Cc1cc(C)n(S(=O)(=O)c2ccc(C(C)(C)C)cc2)n1,1.0,0.6,-19.5,25.8,-5.3,-4.2,20.3,90.0,95.0
O=C1C(=O)N(CCN2CCOCC2)C(c2ccccc2F)/C1=C(\O)c1ccc(S(=O)(=O)N2CCOCC2)cc1 (centres undefined),-2.0,-4.0,-41.6,8.3,-8.8,1.0,10.8,102.0,97.0
CSc1cc(-c2ccccc2)n(Cc2c(Cl)cccc2Cl)c(=O)c1C#N,-11.0,-1.8,0.7,3.2,6.6,2.0,2.8,91.0,95.0
CCN(CC)C(=O)C(=O)c1cn(CC(=O)NCC2CCCO2)c2ccccc12 (centres undefined),1.0,1.8,-3.1,-9.5,-5.5,1.8,24.5,103.0,104.0
CCOC(=O)Cc1[nH]nc2c1C(c1ccoc1)C(C#N)=C(N)O2 (centres undefined),1.0,0.5,-2.9,5.0,0.1,-0.3,28.7,98.0,101.0
CCN1CCc2c(OCC(=O)Nc3ccccc3)cccc2C1=O,6.0,8.3,-18.9,-21.7,-0.7,0.4,6.5,101.0,104.0
Cc1ccc(C)c(Oc2ncnc(N)c2[N+](=O)[O-])c1,1.0,24.4,-0.1,4.6,-2.3,-1.3,-9.5,100.0,94.0
Cn1c(-c2sccc2OCc2ccccc2)n[nH]c1=S,3.0,1.9,-3.9,-0.3,-3.2,-1.4,-21.3,100.0,97.0

# By substructure, the entries above with a Cl atom (nine)
SMILES,MEKK2 mut-MEK5,HCV NS3 hel inh,DNA FID counter,CRFBP-R2 block,GalR3 antag,CRFR2-BP ag,UBC9 SUMO inh,MEKK3 PB1 HTS,MEKK2wt PB1 HTS
Clc1ccc(OCc2nn3c(C4CCCCC4)nnc3s2)cc1,4.0,-3.5,-15.1,-24.5,-2.7,1.0,-1.3,103.0,103.0
CC(C)CC(C(=O)NC(C)(C)C)N(Cc1ccccc1Cl)C(=O)c1snc(C(N)=O)c1N (centres undefined),6.0,-22.9,-27.4,-21.5,-6.8,1.0,11.9,105.0,100.0
O=C(Nc1c(Cl)cccc1Cl)c1ccc(-c2ccccc2)cc1,-3.0,2.3,-0.5,20.1,-6.6,0.3,0.3,93.0,92.0
O=C(O)CCN1C(=O)/C(=C\c2cccc(OCC(=O)Nc3ccc(Cl)cc3)c2)SC1=S,-1.0,6.3,-15.3,2.8,-0.2,6.8,26.3,98.0,102.0
O=C(CN1C(=O)CSc2ncccc21)Nc1cccc(Cl)c1,4.0,12.5,-9.8,8.4,.,3.7,6.0,100.0,98.0
COc1ccccc1OCCNC(=O)Cc1ccc(Cl)c(Cl)c1,3.0,15.2,-20.3,1.1,-5.2,-1.3,-5.6,103.0,102.0
CCC(C)C(NC(=O)c1ccc(Cl)cc1Cl)C(=O)O (centres undefined),-1.0,6.4,-2.7,-15.5,-1.8,0.1,-16.9,99.0,99.0
NC(=O)c1ccc(Oc2ncc(C(F)(F)F)cc2Cl)cc1,2.0,0.5,-3.7,12.5,-3.8,-2.1,-10.2,99.0,102.0
CSc1cc(-c2ccccc2)n(Cc2c(Cl)cccc2Cl)c(=O)c1C#N,-11.0,-1.8,0.7,3.2,6.6,2.0,2.8,91.0,95.0

# Compound activity: PubChem, several laboratories
